# CCT modulator: High-Throughput Screening for Modulators of Cytosolic Chaperonin Activity. purified chaperonin ATPase assay, HTRF ADP detection, 30 min. activity change, % (concentration not given with the values), hits read low. actives 0.3% (n = 360,000); in the data active = activity change below about -30%; note: % is set by controls: 0 for no effect and ±100 for the full control effect
#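 Nucleotide hydrolysis assay: TRiC at 20–40 nM final (set by batch activity) with 10 uM ATP, 30 min at 37 °C, in presence of 76 uM compound. Detection by competitive ADP HTRF, 30 min ambient.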
# Nrf2 ARE act: qHTS of Nrf2 Activators; Potency, µM (titrated, usually from 46.1 µM), for inactives: at the top dose activation, most hits filed as activators; actives 0.31% (n = 410,000); AREc32 ARE-luciferase reporter (MCF7-derived line), luminescence, 24 h; AID 624171, 2012; note: potency is the fitted concentration of half-maximal effect; % of control where 0% means no effect; nearly all actives have a fitted effect of over 65% in size
#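 AREc32 cells carrying an ARE-driven firefly luciferase, 1000 cells/well in OPTI-MEM with 5% FBS, dosed after overnight attachment and incubated 24 hr at 37 deg C. Steady-Glo luminescence read after 30 min at RT.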
# MmCpn inh: Inhibitors of TCP-1 ring complex (TRiC) of Methanococcus maripaludis (MmCpn): qHTS; Chaperonin Mm-Cpn (Methanococcus maripaludis); purified Mm-Cpn ATPase, ADP Transcreener TR-FRET; Potency, µM (doses to about 76.9 µM), without a hit: at the highest dose activity, negative = inhibition, usual class: inhibitors; actives 0.031% (n = 330,000); AID 504842, 2011; note: potency is the fitted concentration of half-maximal effect; % is set by controls: 0 for no effect and ±100 for the full control effect; nearly all actives have a fitted effect of over 80% in size
#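 Purified archaeal Mm-CPN (25nM final) preincubated 10 min at 37degC with compound, then 10uM ATP for 30 min at 37degC; ADP measured by HTRF Transcreener TR-FRET; buffer 30 mM TRIS pH 7.4, 100mM KCl, 5mM MgCl2, 1mM DTT.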
# A549 viability: Nrf2 qHTS screen for inhibitors: counterscreen for cytotoxicity | A549 ARE-Fluc cells, CellTiter-Fluor viability, 18-24 h | actives 0.16% (n = 390,000) | Potency, µM (doses to about 46 µM), inactives show top-dose activity change, negative = cytotoxicity, usual class: inhibitors | AID 504648, 2011; note: potency is the fitted concentration of half-maximal effect; % is set by controls: 0 for no effect and ±100 for the full control effect
#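 A549 ARE_Fluc cells in 5% FBS OPTI-MEM were exposed to compounds in concentration-response for 18-24 h at 37 deg C. Viability was read by CellTiter-Fluor fluorescence (Ex 405/Em 525) after 30 min, before the luciferase read.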
# Nrf2 inh: Nrf2 qHTS screen for inhibitors; Potency, µM (top dose mostly 46 µM), inactives show at the highest dose activity change, negative = inhibition, hits mostly inhibitors; actives 2.1% (n = 360,000); A549 ARE-Fluc reporter, luciferase luminescence, 18-24 h; note: potency is the fitted concentration of half-maximal effect; % is set by controls: 0 for no effect and ±100 for the full control effect; nearly all actives have a fitted effect of over 60% in size
#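 Nrf2 function is reported as luminescence of an ARE-controlled luciferase in A549 cells. Compounds were tested at several concentrations, and a CellTiter-Fluor read on the same wells flagged cytotoxicity.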
# HepG2 viability: qHTS for Inhibitors of TGF-b: Cytotox Counterscreen | HepG2 CAGA-GFP viability, ATP luminescence, 18 h | Potency, µM (top dose mostly 46.1 µM), inactives show at the top dose activity change, negative = cytotoxicity, most hits filed as cytotoxic | actives 0.76% (n = 410,000); note: potency is the fitted concentration of half-maximal effect; some results filed as inactive show a strong effect at the top dose
#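 CellTiter-Glo luminescence gave cytotoxicity after 18 hours at 37 degrees C. The cells were HepG2 CAGA-GFP in 1% FBS DMEM, stimulated with 500 pg/mL TGF-beta after compound addition. %Activity was normalised to no-cell wells (complete cell-killing) and DMSO (no toxicity), and curves were fitted and classified.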
# TGFb inhibitor: qHTS for Inhibitors of TGF-b; HepG2 CAGA-GFP TGF-b/SMAD3 reporter, GFP fluorescence, 18 h; TGF-beta stimulated, 500 pg/mL final; Potency, µM (highest dose often 46.1 µM), inactives show at the highest dose activity, negative = inhibition, usual class: inhibitors; actives 1.2% (n = 410,000); note: potency is the fitted concentration of half-maximal effect; % is set by controls: 0 for no effect and ±100 for the full control effect; nearly all actives have a fitted effect of over 65% in size
#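 HEPG2 CAGA-GFP, 1000 cells/well; 2 h settle, 37 C; cpd via pin tool; TGF-b 500 pg/mL final; 18 h, 37 C; GFP imaging ex488/em500-530; %Activity normalised to -TGF-b and +DMSO controls; CRC fit, curve class.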
# Abeta yeast res: qHTS for compounds that reverse cellular toxicity of Amyloid beta (A-beta) peptide in yeast: Primary Screen; yeast expressing A-beta42, growth rescue, OD600, 48 h; response scale: 0% DMSO, 100% iron-clioquinol control; Potency, µM (highest dose often 46.1 µM), for the others: at the highest dose growth rescue, hits mostly activators; actives 0.063% (n = 410,000); AID 1347071, 2019; note: potency is the fitted concentration of half-maximal effect; nearly all actives have a fitted effect of over 55% in size
#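 Yeast A-beta toxicity model in growth medium with pinned compounds, 48 h at 30 C; growth read as absorbance at 600 nm. Normalized to FeCl3/clioquinol equimolar mix (positive) and DMSO (negative).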
# Akt phos inh: HTS Assay for Inhibitors of Akt Phophorylation: Primary Screen; activity change, % for hits at 50 µM; Neuro2A IGF-stimulated pAkt S473 HTRF, 20 min; stronger effect = lower value; actives 0.32% (n = 360,000); in the data active = activity change below about -80%; inconclusive = mostly about -51% to -80%; note: % is set by controls: 0 for no effect and ±100 for the full control effect
#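 Single-point screen (50 µM final compound) in Neuro2A cells stimulated 20 min with 6 nM IGF at 37 deg C. After lysis, Ser473-phosphorylated Akt read by HTRF (ex 330 nm, em 615/665 nm) as the 665/615 ratio.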
# An asterisk follows results filed as active; i = inactive; ? = inconclusive; nt = no result given; [ ] = dose if it differs, or a comment. Unless noted, calls come from the whole dose curve; as a rule, active = well fitted curve in the direction sought with a large enough effect; inconclusive = small, poorly fitted or top-dose-only effect, or another doubt; inactive = no such curve, though single readings can be large; an effect the other way counts as inactive or inconclusive.
1) Cc1nn(C(=O)c2ccc(Cl)cc2)c(C)c1S(=O)(=O)N1CCCCCC1
2) COc1ccc(-c2csc(N(CCCN3CCOCC3)C(=O)CCl)n2)cc1
3) CCCCCC(=O)N1C[C@@H](O)[C@H](n2cc(-c3ccc(F)cc3)nn2)C[C@@H]1c1ccc(C)cc1
4) COc1cccc(/C=N/NC(=O)c2c(C)nc3ccc(Br)cn23)c1
5) CN(C)c1nc(=NCc2ccco2)ss1
6) O=C1c2ccccc2C(O)N1CCN1CCOCC1 (stereo not drawn)
7) Cc1cc(/C=C2\C(=N)N3N=C(CC(=O)N4CCOCC4)SC3=NC2=O)c(C)n1-c1ccccc1
8) CC(C)[C@H]1C=C(C(=O)O)O[C@@H](OCCCCO)C1
9) COc1ccc(F)cc1S(=O)(=O)n1nc(C)cc1C
10) Cc1ccc(CS(=O)(=O)Cc2ccc(C(=O)NCc3cccs3)o2)cc1

Screen / compound no.,1,2,3,4,5,6,7,8,9,10
CCT modulator,nt,-1.1,0.2,0.0,-0.8,0.0,-5.8,0.9,-1.6,-8.3
Nrf2 ARE act,-0.9%,0.5%,3.1%,0.2%,20%,-0.2%,3.3%,0.5%,0.4%,-0.2%
MmCpn inh,nt,0%,nt,-4%,0%,0%,-2%,-9%,0%,1%
A549 viability,1%,0%,nt,1%,0%,-6%,-11%,0%,-2%,-2%
Nrf2 inh,nt,4%,nt,-10%,-1%,3%,-7%,0%,1%,-9%
HepG2 viability,1%,-7%,-31%,0%,-74%,8%,3%,4%,-10%,-1%
TGFb inhibitor,10%,14%,18µM*,12%,0.32µM*,1%,23%,-3%,1%,-3%
Abeta yeast res,-3%,13%,5%,6%,3%,15%,-2%,1%,1%,-7%
Akt phos inh,nt,i,i,i,i,i,i,i,i,i

11) O=C(Nc1ccc(C(F)(F)F)cc1)c1ccc2nc[nH]c2c1
12) CCCC(C(=O)NCc1ccco1)N(Cc1ccco1)C(=O)CNS(=O)(=O)c1ccccc1 (stereo not drawn)
13) O=S(=O)(c1cnc[nH]1)N1CCN(C(c2ccc(F)cc2)c2ccc(F)cc2)CC1
14) COc1ccc(N2CC(C)Cn3c2nc2c3c(=O)n(Cc3ccc(C)cc3)c(=O)n2C)c(OC)c1 (stereo not drawn)
15) Cc1cccc(C)c1NC(=O)CSCC(=O)O
16) CCCCOC(=O)C1CCCC(C)N1 (stereo not drawn)
17) O=C(Nc1cc(C(F)(F)F)ccc1N1CCOCC1)c1cccnc1
18) O=C(NNC(=O)c1ccc(F)cc1F)c1ccc2c(c1)OCO2
19) COc1ccccc1C(=O)COC(=O)CCN=C1NS(=O)(=O)c2ccccc21
20) COc1cc(/C=C/C(=O)OCC(=O)NC(=O)NCc2ccccc2)ccc1OCC#N

Screen / compound no.,11,12,13,14,15,16,17,18,19,20
CCT modulator,1.3,-2.6,0.9,-1.5,-2.6,0.1,-4.0,-3.9,-0.9,-16
Nrf2 ARE act,7.3%,-0.3%,-0.9%,-0.3%,-0.3%,-0.6%,-0.1%,-0.4%,0.1%,-1.1%
MmCpn inh,-2%,0%,-7%,0%,0%,-1%,3%,-2%,0%,2%
A549 viability,-3%,-4%,-3%,-5%,-3%,4%[1.84 µM],1%,-7%,7%,1%
Nrf2 inh,?,0%,14%,-29%,-20%,4%,nt,?,18%,2%
HepG2 viability,-15%,7%,-8%,19%,18%,-7%,-5%,0%,-10%,0%
TGFb inhibitor,0%,16%,-17%,-22%,7%,0%,29%,10%,9%,-6%
Abeta yeast res,8%,7%,nt,4%,10%,2%,-20%,-5%,-4%,-7%
Akt phos inh,i,i,i,i,i,i,i,i,i,i

21) O=C(Nc1nnc([C@@H]2C[C@H](O)[C@@H](CO)O2)s1)c1cccc(C(F)(F)F)c1
22) Cc1cc(OC(=O)c2cc(C(F)(F)F)cc(C(F)(F)F)c2)c([N+](=O)[O-])c(=O)[nH]1
23) COCC(C)Nc1nc(C)c(C(C)=O)s1 (stereo not drawn)
24) COc1ccccc1Nc1nc2c(C)cccc2cc1C#N
25) NC(CSC1(c2ccc(F)cc2)c2ccccc2-c2ccccc21)C(=O)O (stereo not drawn)
26) COC(=O)c1cc(C#N)c(OC(C)C)nc1C
27) C[C@H](NC(=O)c1nc[nH]c1C(=O)N1CCN(c2ccccc2)CC1)C(=O)OCc1ccccc1
28) Cc1cn2c(=O)cc(COC(=O)c3cccc(NC(=O)COc4ccc(Cl)cc4)c3)nc2s1
29) Cc1ccc(C(=O)O/N=C(\N)Cc2cccs2)c(Cl)c1
30) CCc1nc(N2CCN(C(C)=O)CC2)c(C#N)c2c1COC(C)(C)C2

Screen / compound no.,21,22,23,24,25,26,27,28,29,30
CCT modulator,1.6,0.6,1.3,-5.3,-0.7,0.6,-1.1,nt,0.1,1.0
Nrf2 ARE act,?,0.1%,0.2%,6.1%,-0.2%,1.9%,0.0%,0.1%,6.6%,0.4%
MmCpn inh,nt,2%,1%,0%,nt,2%,-3%,nt,-1%,0%
A549 viability,nt,-13%,6%,nt,nt,0%,-8%,2%,-4%,11%
Nrf2 inh,nt,12%,4%,1%,nt,9%,-5%,nt,?,-5%
HepG2 viability,4%,7%,-1%,-13%,-9%,-5%,-25%,7%,-25%,169%
TGFb inhibitor,5%,8%,1%,0%,2%,-11%,-20%,9%,2%,11%
Abeta yeast res,-12%,1%,-9%,-1%,18%,4%,-11%,2%,-77%[inhibitor],9%
Akt phos inh,i,i,i,i,i,i,i,nt,i,i

31) O=C(Nc1cccc(Cl)c1)C1CCN(S(=O)(=O)Cc2ccccc2)CC1
32) C[C@@H]1CC[C@]2(O[C@@H](CCO)C[C@@H](O)[C@@H]2O)O1
33) CSc1ccc(CCNC(=O)NCc2noc3ccccc23)cc1
34) CCc1cc(=O)oc2c3c(cc(OCC(=O)N[C@H](C(=O)O)[C@H](C)CC)c12)OC(C)(C)CC3
35) C[C@]12c3[nH]c4ccc(Cl)cc4c3CCN1C(=O)[C@@H](CC(=O)NCCC1=CCCCC1)C[C@@H]2C(=O)N1CCOCC1
36) CCN(Cc1ccncc1)C(=O)C1CCN(S(=O)(=O)c2cccs2)CC1
37) CC(C)CCN1C(=O)c2ccccc2CC1(C)C(=O)NC1CCC(C)CC1 (stereo not drawn)
38) CC1Nc2ncnc(N3CCc4ccccc4C3)c2N(Cc2ccc(Cl)cc2)C1=O (stereo not drawn)
39) COc1ccc(NC(=O)C2c3ccccc3OCC(=O)N2Cc2ccco2)cc1 (stereo not drawn)
40) C(=N/Nc1nccs1)/c1cccnc1
41) COc1cccc(OC)c1NC(=O)Cn1nc(C)c2ccccc2c1=O
42) CN1CCN(c2ccc(NC(=O)COc3ccccc3[N+](=O)[O-])cc2)CC1
43) COc1ccc(C2=NOC(C(=O)NCCN3CCOCC3)C2)cc1 (stereo not drawn)

Screen / compound no.,31,32,33,34,35,36,37,38,39,40,41,42,43
CCT modulator,nt,-0.4,nt,-2.9,0.2,-1.1,nt,-0.5,1.2,-1.3,-1.3,-1.4,-2.7
Nrf2 ARE act,0.7%,-0.8%,3.3%,-0.5%,9.6%,-0.1%,-0.4%,6.6%,9.1%,5.3%,-0.6%,0.8%,-0.5%
MmCpn inh,nt,2%,nt,-4%,2%,-1%,nt,-3%,nt,-3%,0%,-4%,1%
A549 viability,-11%,7%,9%,19%,-5%,-1%,-4%,1%,nt,3%,3%,-7%,5%
Nrf2 inh,-7%,3%,-4%,-6%,6%,6%,-4%,-10%,nt,?,4%,-11%,?
HepG2 viability,6%,-1%,-18%,0%,-26%,-16%,3%,-20%,nt,-13%,16%,-32%,8%
TGFb inhibitor,0%,17%,-11%,3%,?,-4%,nt,?,nt,1%,-1%,-13%,9%
Abeta yeast res,6%,-4%,14%,-6%,1%,-7%,-8%,-2%,-15%,-5%,20%,-14%,15%
Akt phos inh,nt,i,nt,i,i,i,nt,i,i,i,i,i,i

# Compound profiles, as listed above. Screens in order: CCT modulator	Nrf2 ARE act	MmCpn inh	A549 viability	Nrf2 inh	HepG2 viability	TGFb inhibitor	Abeta yeast res	Akt phos inh
# COCC(C)Nc1nc(C)c(C(C)=O)s1 (stereo not drawn) across the screens: 1.3	0.2%	1%	6%	4%	-1%	1%	-9%	i
# O=C(Nc1nnc([C@@H]2C[C@H](O)[C@@H](CO)O2)s1)c1cccc(C(F)(F)F)c1 across the screens: 1.6	?	nt	nt	nt	4%	5%	-12%	i
# COc1cccc(/C=N/NC(=O)c2c(C)nc3ccc(Br)cn23)c1 across the screens: 0.0	0.2%	-4%	1%	-10%	0%	12%	6%	i
